M4 PAM: CHRM4 positive allosteric modulation | 360,000 tested, 0.4% active | CHO-K1 hM4/Gqi5, Fluo-8 calcium fluorescence, ACh EC20; 0% = ACh EC20, 100% = maximal ACh | P08173 | activation, % at 3 µM | AID 624126;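 active means activation above its plate's cutoff, the mean activation of sample wells plus 3 SD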; further: some results filed as inactive read as strong as hits
Target sequence (P08173 whole entry, looked up): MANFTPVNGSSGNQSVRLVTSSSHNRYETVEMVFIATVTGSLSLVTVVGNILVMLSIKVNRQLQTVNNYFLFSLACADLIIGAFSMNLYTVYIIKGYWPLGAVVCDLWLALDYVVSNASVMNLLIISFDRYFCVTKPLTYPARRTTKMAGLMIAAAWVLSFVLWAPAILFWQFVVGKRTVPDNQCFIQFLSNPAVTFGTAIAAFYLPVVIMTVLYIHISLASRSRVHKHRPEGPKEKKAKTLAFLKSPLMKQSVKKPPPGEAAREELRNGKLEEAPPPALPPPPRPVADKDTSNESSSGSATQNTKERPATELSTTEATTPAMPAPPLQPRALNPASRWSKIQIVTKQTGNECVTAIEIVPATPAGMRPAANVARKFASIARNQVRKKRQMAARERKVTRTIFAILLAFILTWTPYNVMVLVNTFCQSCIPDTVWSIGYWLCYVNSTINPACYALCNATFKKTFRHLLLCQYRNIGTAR
IDE act: IDE (human) activation, cell-based. AID 493087. HEK cells, FAbeta-B cleavage, fluorescence polarization; 0% vehicle, 100% cell-free pure enzyme wells. activation, % at 5.96 µM. 340,000 tested, 0.073% active;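 active means activation above the mean of all tested compounds plus 3 SD, set per screening campaign, cut at about 17% in these data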
MEKK3 PB1 HTS: modulators (inhibitors or enhancers) of MEK5 binding to human MEKK3 PB1 domain; Q99759; bead-based flow cytometry, Alexa488-MEK5 binding to MEKK3; actives lie on both sides; 0 = blocked by unlabeled MEK5, 100 = vehicle; binding response (% of control), % at 10 µM; 290,000 tested, 1.4% active; AID 1529;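 active means binding response more than 3 SD above or below the average of its plate-row segment, actives on both sides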;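 further: Alexa488 bead fluorescence after subtracting the streptavidin-only scavenger bead signal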
CRFBP-R2 block: antagonists of CRF-binding protein/CRF-R2 receptor complex | 350,000 tested, 0.59% active | HEK293 CRF-R2/CRF-BP, CRF-induced calcium fluorescence | inhibition, % at 11.8 µM;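 active means inhibition of the ligand-induced calcium signal above about 50% at the single tested concentration, limit read from the data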
CRFR2-BP ag: agonists of human CRF-binding protein/CRF-R2 receptor complex; HEK293 CRF-R2/CRF-BP, calcium dye fluorescence (FLIPR); percent of saturating CRF peptide response; 350,000 tested, 0.46% active; AID 588473; activation, % at 13.2 µM;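 active means activation of at least 50%, plus an integration ratio under a set limit after plate pattern correction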;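 further: plate controls were neutral control wells without compound for no effect and CRF at EC100 for full effect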
IDE inh: cellular human IDE inhibition; 320,000 tested, 0.41% active; inhibition, % at 5.59 µM; AID 434962; P14735; HEK cells, FAbetaB cleavage, fluorescence polarization;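 active means percent inhibition above the average of all tested compounds plus 3 SD, set per screening campaign, cut at about 16% in these data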;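 further: IDE supplied by intact live HEK cells; FP after avidin binding of uncleaved biotin substrate so inhibition keeps polarization high; 0% = DMSO wells and 100% = 60 µM reference IDE inhibitor Ii1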
PHOSPHO1 block: inhibitors of human PHOSPHO1 phosphatase; Q8TCT1; recombinant PHOSPHO1, absorbance phosphatase assay; inhibition, % at 13.3 µM; 290,000 tested, 1.1% active; AID 1565; in the data active means inhibition above about 60%
Target sequence (Q8TCT1 whole entry, looked up): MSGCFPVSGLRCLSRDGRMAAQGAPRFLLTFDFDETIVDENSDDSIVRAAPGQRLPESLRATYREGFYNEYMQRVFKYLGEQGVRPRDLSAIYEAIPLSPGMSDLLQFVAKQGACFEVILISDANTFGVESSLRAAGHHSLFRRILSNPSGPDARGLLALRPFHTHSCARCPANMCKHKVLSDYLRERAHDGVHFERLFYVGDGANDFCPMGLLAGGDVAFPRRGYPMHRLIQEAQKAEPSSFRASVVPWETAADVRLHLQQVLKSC
GalR3 antagonist: human GalR3 antagonism. O60755. HEK293 GalR3-CNG cAMP membrane potential fluorescence; galR3 body fused to GalR1 C-terminus. inhibition, % at 3 µM. 360,000 tested, 0.44% active. AID 651719;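 active means inhibition above the screen-wide average plus 3 SD, cut at about 13% in these data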;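 further: forskolin and galanin both at EC90 stimulate the cells; cAMP rise reported by CNG channel membrane potential dye signal; 0% = forskolin plus galanin with DMSO and 100% = forskolin alone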
Target sequence (O60755 1-299 limits assumed): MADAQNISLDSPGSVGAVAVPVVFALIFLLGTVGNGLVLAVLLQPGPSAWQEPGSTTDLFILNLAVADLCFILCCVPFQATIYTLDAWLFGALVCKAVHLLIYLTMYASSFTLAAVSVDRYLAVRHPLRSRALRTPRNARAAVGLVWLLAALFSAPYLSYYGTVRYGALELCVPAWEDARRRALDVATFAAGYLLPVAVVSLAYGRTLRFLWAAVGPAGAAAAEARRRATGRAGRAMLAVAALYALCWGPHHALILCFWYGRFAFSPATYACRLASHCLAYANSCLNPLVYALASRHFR
p-CIP stab down: lowers stability of the mouse p/CIP coactivator protein; Q05BA5; F442A p/CIP-EGFP cells, EGFP fluorescence, 16 h; decrease of EGFP signal, % at 10 µM; 290,000 tested, 0.01% active; AID 1984;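 active means EGFP signal decrease of at least 30% at 10 µM or well 3 SD below plate mean, unless failing retest; inactive means the rest, including hits failing retest or dose response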; further: some compounds called inactive have numbers as strong as hits; many of its hits are not listed in these tables
* hit, by the source's call; . = not tested or not shown.

SMILES | M4 PAM | IDE act | MEKK3 PB1 HTS | CRFBP-R2 block | CRFR2-BP ag | IDE inh | PHOSPHO1 block | GalR3 antagonist | p-CIP stab down
Cc1cc(=O)n2nc(N3CCCC(C(=O)NC4CCC(C)CC4)C3)sc2n1 (centres undefined) | 0 | 5 | 97 | 6 | 0.4 | 2 | 45 | -5 | 4
COc1ccc(NC(=O)CSc2nnc3ccc(-c4cccnc4)nn23)cc1OC | -5 | 2 | . | 3 | 0.0 | -4 | . | 1 | .
CN(C(=O)COC(=O)/C=C/c1ccc(C(F)(F)F)cc1)C1CCS(=O)(=O)C1 (centres undefined) | -1 | 0 | 94 | -10 | 1.6 | -1 | 24 | 1 | -1
CCCC12CN3CCN(CC(C3)/C1=N\NC(=O)Nc1ccccc1)C2 | 6 | 1 | 99 | 18 | 1.5 | 1 | 7 | -10 | -8
CCn1cc(C(=O)C(F)(F)F)c2ccccc21 | -4 | -1 | 93 | 16 | -1.7 | 3 | -44 | -2 | 6
O=C(Cc1csc(Nc2nc(=S)[nH]c3ccccc23)n1)NCCCN1CCN(c2cccc(Cl)c2)CC1 | -27 | -4 | 114 | -10 | 1.3 | -5 | -25 | -7 | -4
CC1=CC(=Nc2c(C)n(C)n(-c3ccccc3)c2=O)C=CC1=O | . | . | 99 | . | . | -6 | 22 | . | -17
CCOc1ccc(C(C)=O)cc1COC(=O)c1ccc2c(c1)NC(=O)CS2 | 0 | 5 | . | -11 | 1.2 | 0 | . | -3 | .
COc1ccccc1N1CC(C(=O)Nc2nnc(SC)s2)CC1=O (centres undefined) | 2 | 5 | 97 | 17 | -0.8 | -2 | 19 | 0 | 22
O=C(Cc1ccccc1)NCC(=O)N1CCC1 | -2 | 0 | 100 | -1 | -0.7 | 4 | 0 | -4 | -5
CCCCOC(=O)c1ccc(NC(=O)/C=C/c2cccs2)cc1 | -1 | -6 | 95 | -34 | 14 | 1 | 6 | -8 | -4
CC(OC(=O)CNS(=O)(=O)c1ccc2ccccc2c1)C(=O)N(C)c1ccccc1 (centres undefined) | -2 | 2 | 107 | -2 | -1.8 | 10 | 1 | -4 | 0
O=C1NC2(CCCCC2)C(=O)N1CC(=O)N1CCc2ccccc21 | 10 | 4 | . | -9 | -3.4 | -2 | . | -1 | .
NC(=O)COc1ccccc1C(=O)O | 4 | 8 | 94 | -4 | -0.2 | -3 | 37 | -5 | -61
CC(=O)c1ccc(NC(=O)CSc2nnc(-c3ccoc3C)n2Cc2ccccc2)cc1 | 9 | -2 | 112 | -5 | 0.7 | 2 | 17 | -2 | -3
COc1cc2c(cc1OC)CN(C(=O)CCCOc1ccc(Cl)cc1Cl)CC2 | -12 | 4 | 103 | 3 | 1.2 | -1 | 29 | -7 | 1
CC(=O)c1ccc(NC(=O)N[C@@H](Cc2ccccc2)C(=O)O)cc1 | -5 | -3 | 94 | 11 | -1.4 | 5 | 7 | -4 | -15
CC1(C)CC(=O)C2=C(C1)N(CCN1CCOCC1)C1=C(C(=O)CC(C)(C)C1)C2c1cccc(Cl)c1 | 0 | 4 | 104 | 5 | -0.3 | -3 | 32 | 1 | -13
CN1C=CC(=O)[C@@H](OC(=O)Nc2ccc(Br)cc2)[C@H]1c1ccccc1Br | -4 | 1 | . | 2 | 4.5 | . | . | -7 | .
CCCNC(=O)C(Cc1ccc(I)cc1)NC(=O)C1CC1 (centres undefined) | 5 | 3 | . | -18 | 3.4 | 4 | . | -1 | .
O=C(NCc1ccc(Cl)cc1)C1CCCN1C(=O)Nc1ccccc1 (centres undefined) | -4 | 4 | 95 | 8 | -1.5 | 3 | . | -9 | -16
CCOc1ccccc1N(CC(=O)O)S(=O)(=O)c1ccc(C)cc1 | 1 | 4 | 102 | -5 | -1.8 | -1 | 12 | 0 | 8
O=C(O)c1cccnc1Sc1ncnc2sc3c(c12)CCC3 | 3 | 6 | 91 | -3 | -1.1 | 2 | 6 | -3 | 11
Cc1c(Cl)c([N+](=O)[O-])nn1CC(=O)Nc1ccc2c(c1)OCO2 | 4 | -5 | 100 | 25 | -1.8 | 0 | -9 | -4 | -5
COc1ccc(C(=O)C[n+]2ccc3c(c2)nc(-c2ccccc2)n3C)cc1 | -14 | 3 | 104 | -18 | 3.2 | -3 | -12 | -1 | 1

Later entries
SMILES | M4 PAM | IDE act | MEKK3 PB1 HTS | CRFBP-R2 block | CRFR2-BP ag | IDE inh | PHOSPHO1 block | GalR3 antagonist | p-CIP stab down
O=C(O)CP(=O)(O)O | 8 | -3 | 82 | -30 | -0.7 | -1 | 1 | . | -16
CCOc1cc(-c2nc(C)c(C(C)=O)n2O)ccc1OCC(=O)Nc1ccc(F)cc1 | -4 | 3 | 98 | 10 | 0.9 | 2 | 24 | -7 | -1
COc1ccc(OC)c(NC(=S)N2CCN(Cc3ccccc3)CC2)c1 | 17 | 4 | 102 | 13 | -1.7 | 3 | 13 | -2 | 8
COc1cc(NC(=O)c2ccccc2)c(OC)cc1NC(C)=O | 5 | 3 | 89 | -4 | 0.2 | 0 | 11 | -6 | 8
CCN(CCn1cccn1)C(=O)CC1C(=O)NCCN1Cc1ccc(F)c(F)c1 (centres undefined) | 15 | 0 | 93 | 2 | 0.3 | -1 | -27 | 2 | -3
O=C(COC(=O)Cc1ccc(Cl)cc1)Nc1ccccc1-c1ccccc1 | 3 | 3 | 97 | 35 | -1.7 | 5 | 9 | -7 | -1
COCCCn1c(=O)c2sccc2n2c(CCCC(=O)N3CCN(c4ccccn4)CC3)nnc12 | -11 | -1 | 107 | -6 | -0.4 | 2 | 37 | 0 | 2
COc1ccc(C2=NOC3(CC(=O)N(c4ccc(Cl)cc4)C3=O)C2)c(OC)c1 (centres undefined) | 8 | 4 | 87 | 10 | 0.0 | 6 | -1 | -7 | 5
Cn1c(=O)c2c(Nc3ccc(F)cc3)cc(=O)n(-c3ccccc3)c2n(C)c1=O | -3 | . | 89 | -16 | 4.5 | 3 | -121 | -6 | 0
COc1ccccc1Oc1ccc(Oc2ccccc2OC)cc1 | -2 | 3 | 94 | -14 | 1.5 | 2 | -86 | 0 | -9
O=C(NCCc1ccccc1)c1ccc2c(c1)OCCCO2 | 0 | 7 | 103 | -6 | 1.7 | -4 | 30 | -3 | -13
CC(C)=CCC/C(C)=C/Cc1c(O)ccc(C(=O)/C=C/c2ccc(O)cc2)c1O | 3 | 0 | 99 | -15 | 2.1 | 0 | -1 | -4 | -4
O=c1[nH]c(C2CCCN(S(=O)(=O)c3ccccc3Cl)C2)nc2c1nnn2Cc1ccc2c(c1)OCCO2 (centres undefined) | -8 | -1 | 91 | 7 | 1.1 | 0 | 41 | -1 | -1
CCN(CC)c1ccc(-c2n[nH]c(=S)n2-c2ccccc2C)cc1 | -6 | -7 | 104 | -43 | -0.4 | 7 | -57 | -5 | -22
O=C1COCCOCCOCCOCC(=O)NCCN1 | 5 | 1 | 99 | -24 | 0.1 | 6 | 28 | -1 | 5
COc1ccc(CCNC(=O)Cc2nn(C)c(=O)c3ccccc23)cc1OC | 11 | -1 | 95 | 11 | -0.8 | 0 | 13 | -4 | 2
CCC(c1nc2ccccc2c(=O)n1-c1nc2ccccc2s1)N1C(=O)c2ccccc2C1=O (centres undefined) | 1 | 2 | 93 | 14 | 1.7 | 1 | -5 | 0 | -2
COc1ccc(S(=O)(=O)N2CCCN(CC(=O)Nc3ccc4c(c3)OCO4)CC2)cc1 | -8 | -1 | . | 30 | 2.0 | 11 | 56 | -5 | -2
CCN(CC)c1nc(C=Cc2ccc(N(C)C)cc2)c2nccnc2n1 | -10 | . | . | -211 | 215* | . | . | -4 | .
CCCCc1nc(SCC(=O)Nc2nnc(CCCC)s2)n[nH]1 | 4 | 0 | 102 | -2 | -0.2 | -4 | 32 | -5 | -8
Cc1cccc(/C(N)=N/OC(=O)CCCc2ccccc2)c1 | -1 | 2 | 101 | 6 | -0.1 | 9 | 18 | 1 | -9
NC(=O)c1ccc(NS(=O)(=O)c2ccccc2F)cc1 | 1 | 4 | 97 | 15 | 1.4 | -1 | -25 | 3 | 5
CCCC(c1nnnn1Cc1ccc(OC)cc1)N1CCN(C(=O)c2ccco2)CC1 (centres undefined) | 0 | 2 | 100 | 8 | 0.2 | 0 | 22 | -10 | 1
CC(CC(C)C(=O)N1CCOCCN(C(=O)C(C)CC(C)C(=O)O)CCOCC1)C(=O)O (centres undefined) | 6 | 2 | 78 | 3 | -0.7 | 8 | -16 | 0 | -10
Fc1cccc(/C=N/NC(=S)Nc2ccccc2Cl)c1 | 5 | 2 | 111 | -4 | 6.8 | -4 | -4 | -6 | -2

An excerpt from above in order of number of heavy atoms, ascending.
SMILES | M4 PAM | IDE act | MEKK3 PB1 HTS | CRFBP-R2 block | CRFR2-BP ag | IDE inh | PHOSPHO1 block | GalR3 antagonist | p-CIP stab down
COc1cc(NC(=O)c2ccccc2)c(OC)cc1NC(C)=O | 5 | 3 | 89 | -4 | 0.2 | 0 | 11 | -6 | 8
CC(C)=CCC/C(C)=C/Cc1c(O)ccc(C(=O)/C=C/c2ccc(O)cc2)c1O | 3 | 0 | 99 | -15 | 2.1 | 0 | -1 | -4 | -4
CCCC(c1nnnn1Cc1ccc(OC)cc1)N1CCN(C(=O)c2ccco2)CC1 (centres undefined) | 0 | 2 | 100 | 8 | 0.2 | 0 | 22 | -10 | 1

Remaining list, next part:
SMILES | M4 PAM | IDE act | MEKK3 PB1 HTS | CRFBP-R2 block | CRFR2-BP ag | IDE inh | PHOSPHO1 block | GalR3 antagonist | p-CIP stab down
COc1cc2ccc(C(C)=NNC(N)=S)cc2cc1OC | 1 | . | . | 4 | -0.7 | . | . | -3 | .
Cc1ccc(CCC(=O)Nc2ccc(Cl)cc2Cl)o1 | 8 | . | . | 0 | -2.0 | . | . | -4 | .
CC(CCc1ccccc1)NC(=O)CN1CCN(c2ccccc2)CC1 (centres undefined) | 3 | 1 | 104 | -3 | -2.1 | 10 | 15 | -1 | -6
O=C(NCC1CCCN(Cc2cccc(OCCO)c2)C1)c1ccc(F)cc1 (centres undefined) | -6 | 7 | 99 | -6 | 1.2 | 7 | 23 | -2 | -15
CCOC(=O)C1=C(CN2CCSCC2)NC(=O)NC1c1ccc2c(c1)OCO2 (centres undefined) | -9 | 3 | 100 | -2 | -6.5 | 2 | 37 | 0 | -3
O=C(CSc1nnc(CCc2ccccc2)n1-c1ccc(Cl)cc1)NCc1ccccc1 | -5 | 6 | . | 11 | 4.5 | 0 | 19 | -2 | -12
Cc1ccc(/C=C/c2nnc(-c3cccs3)o2)cc1 | 15 | -1 | 106 | 20 | -1.5 | 1 | -19 | -3 | 11
O=C(NCCN1CCc2ccccc2C1)C1CCN(S(=O)(=O)N2CCC3(CC2)OCCO3)CC1 | -10 | -1 | 95 | 6 | 1.3 | 3 | 52 | -3 | -15
COc1ccc(NC(=O)Cn2cnc3sc(C)c(S(=O)(=O)N4CCOCC4)c3c2=O)c(OC)c1 | 3 | 4 | 102 | 1 | -1.6 | 7 | -25 | -7 | -3
O=C(/C=C/c1ccco1)NC(=S)Nc1ccc(N2CCOCC2)c(Cl)c1 | 0 | 3 | 105 | -9 | 2.0 | 6 | 4 | -6 | 2
O=C(CN1C(=O)/C(=C/c2cccc(Br)c2)SC1=S)NCCCN1CCOCC1 | -4 | -1 | 104 | -14 | 2.7 | 7 | 8 | 5 | -15
CCOC(=O)N1CCN(c2cc(=O)n(Cc3ccc(F)cc3)c(=O)[nH]2)CC1 | 1 | 12 | 82 | -22 | 3.9 | -7 | 15 | -2 | -3
CCOc1cc(NC(=O)c2ccco2)c(OCC)cc1NC(=O)CCc1ccccc1OC | -7 | 2 | 85 | 6 | 1.4 | 0 | 16 | 3 | -6
O=C(c1ccc(S(=O)(=O)c2ccc(Cl)cc2)cc1)N1CCOCC1 | -12 | 7 | 100 | -9 | 0.3 | 0 | 18 | -2 | 1

Screening results: PubChem, several laboratories
